# MIN6 prolif = inducers of beta-cell replication in MIN6 cells | MIN6 cells proliferation, ATPlite luminescence, 48 h; cells starved in 0.2% serum; 100% = growth in 10% serum | 330,000 compounds, 0.29% hits | proliferation, % at 10 µM;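 active = compounds whose signal lies at least 3.5 SD above the mean of all wells on their plate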;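 note: 0% = DMSO-treated cells in low-serum medium and 100% = 10% serum control; some compounds called inactive have numbers as strong as hits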
# GRIN3A LBD mod = modulates the human NR3A ligand-binding domain; NR3A LBD differential scanning fluorimetry, Tm shift; 0% = protein alone, 100% = glycine-bound protein; Tm shift relative to glycine control, % at 25 µM; 340,000 compounds, 2.5% hits; AID 1259313;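 active = melting temperature shift of at least 10% of the positive control shift, at one fixed dose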
# mIAP inh = mouse IAP inhibition; purified mouse IAP, CDP-Star luminescence, 30 min; inhibition, % at 10 µM; 330,000 compounds, 0.2% hits; AID 2806;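 active = inhibition of at least 40% at 10 µM in the primary screen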;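 note: plate controls were DMSO with enzyme for no effect and no enzyme wells for full effect; values of inactives mirror those of a sister screen read the other way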
# APOBEC3A inh = human APOBEC3A DNA deaminase inhibition | P31941 | recombinant A3A, FAM/TAMRA ssDNA deamination fluorescence | inhibition, % at 20 µM | 330,000 compounds, 0.41% hits | AID 493011;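 active = at least 40% inhibition at 20 µM here, with at most 30% in a related deaminase screen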;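 note: plate controls were A3A with DMSO for no effect and wells lacking A3A enzyme for full effect; some results filed as inactive read as strong as hits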
# Target sequence (P31941 whole entry, looked up): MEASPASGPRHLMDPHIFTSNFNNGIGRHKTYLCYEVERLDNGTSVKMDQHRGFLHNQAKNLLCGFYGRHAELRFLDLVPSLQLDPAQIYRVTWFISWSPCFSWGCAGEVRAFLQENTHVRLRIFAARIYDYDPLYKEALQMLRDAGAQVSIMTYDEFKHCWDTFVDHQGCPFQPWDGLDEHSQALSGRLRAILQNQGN
# MPTP block = permeability transition pore inhibition; isolated mouse mitochondria, Ca2+ swelling absorbance, 30 min; inhibition, % at 10 µM; 360,000 compounds, 1.4% hits; AID 602449;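 active = inhibition of 50% or more, scaled per plate between neutral and stimulator controls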;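 note: 0% = DMSO wells given calcium and 100% = 1 mM EGTA wells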
# mIAP activ = increases mouse intestinal alkaline phosphatase activity; muIAP, CDP-Star luminescence, 30 min; stronger effect = higher value; 1 = vehicle-only enzyme signal, 0 = enzyme-free wells; 330,000 compounds, 0.24% hits; AID 2805; activation factor at 10 µM;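 active = activation factor of at least 2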; note: the source names both 10 and 20 µM as test concentration; values of inactives mirror those of a sister screen read the other way
#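 Assay system: mouse IAP enzyme; Reagent: CDP-Star chemiluminescent phosphatase substrate; Compound: DMSO-dissolved test compounds; Incubation: 30 min, room temperature; Technique: luminescence from enzymatic CDP-Star hydrolysis; Controls: DMSO-only wells and no-enzyme negative control.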
# A3G deaminase = APOBEC3G (human) deaminase inhibition. Q9HC16. recombinant A3G, ssDNA deamination FAM/TAMRA fluorescence. inhibition, % at 20 µM. 330,000 compounds, 0.28% hits;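 active = inhibition of at least 40% at 20 µM, with no more than 30% in the related APOBEC3A deaminase screen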;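 note: plate controls were DMSO wells with A3G for no effect and wells lacking A3G enzyme for full effect; some compounds called inactive have numbers as strong as hits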
# Target sequence (Q9HC16 whole entry, looked up): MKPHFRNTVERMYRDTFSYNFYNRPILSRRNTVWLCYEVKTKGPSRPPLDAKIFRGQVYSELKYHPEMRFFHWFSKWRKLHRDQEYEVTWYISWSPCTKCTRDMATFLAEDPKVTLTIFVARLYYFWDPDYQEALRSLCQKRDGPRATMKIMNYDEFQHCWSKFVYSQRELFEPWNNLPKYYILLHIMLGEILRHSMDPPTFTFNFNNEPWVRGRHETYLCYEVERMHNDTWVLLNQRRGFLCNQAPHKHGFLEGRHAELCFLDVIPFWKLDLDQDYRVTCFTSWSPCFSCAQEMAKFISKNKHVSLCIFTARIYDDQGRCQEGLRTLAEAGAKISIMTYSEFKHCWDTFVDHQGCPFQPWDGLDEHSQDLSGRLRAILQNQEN
# hIAP block = blocks human intestinal alkaline phosphatase; 330,000 compounds, 0.12% hits; P09923; inhibition, % at 10 µM; purified IAP, CDP-Star luminescence, 30 min;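 active = inhibition reaching a set limit with compound at 10 µM in the primary screen, cut at about 35% in these data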;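 note: plate controls were DMSO wells with enzyme for no effect and no-enzyme buffer wells for full effect; values of inactives mirror those of a sister screen read the other way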
# Target sequence (P09923 whole entry, looked up): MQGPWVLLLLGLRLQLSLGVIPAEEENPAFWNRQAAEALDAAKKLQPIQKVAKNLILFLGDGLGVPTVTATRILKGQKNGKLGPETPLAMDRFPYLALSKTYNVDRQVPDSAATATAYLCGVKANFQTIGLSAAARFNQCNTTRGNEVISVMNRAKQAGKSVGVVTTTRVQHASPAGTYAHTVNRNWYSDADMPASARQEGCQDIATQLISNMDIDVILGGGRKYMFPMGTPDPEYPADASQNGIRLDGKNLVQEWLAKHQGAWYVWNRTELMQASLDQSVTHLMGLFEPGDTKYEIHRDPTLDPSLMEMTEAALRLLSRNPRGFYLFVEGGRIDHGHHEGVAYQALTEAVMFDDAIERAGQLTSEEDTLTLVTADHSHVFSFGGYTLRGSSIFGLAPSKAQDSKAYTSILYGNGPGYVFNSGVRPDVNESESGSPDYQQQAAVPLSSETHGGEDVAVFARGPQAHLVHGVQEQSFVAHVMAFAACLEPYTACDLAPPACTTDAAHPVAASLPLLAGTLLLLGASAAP
# hIAP act = human IAP activation; P09923; purified human IAP, CDP-Star luminescence, 30 min; stronger effect = higher value; 1 = vehicle-only enzyme, 0 = enzyme-free background; activation factor at 10 µM; 330,000 compounds, 0.16% hits; AID 2524;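 active = activation factor of the enzyme at least 2-fold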; note: the source names both 10 and 20 µM as test concentration; values of inactives mirror those of a sister screen read the other way
# * = called active by the depositor; nt = no result given. Compounds as they come; about 5% have a hit in one of these screens.
SMILES,MIN6 prolif,GRIN3A LBD mod,mIAP inh,APOBEC3A inh,MPTP block,mIAP activ,A3G deaminase,hIAP block,hIAP act
CSCC[C@@H](C(=O)O)N1Cc2ccccc2C1=O,3,5,0,-2,3.0,1,-5,8,0.92
CC(C)OC(=O)n1c(=S)oc2ccccc21,-2,1,5,-7,0.4,0.95,-10,-3,1
CC(C)CC(NC(=O)CC12CC3CC(CC(C3)C1)C2)C(=O)NC1=NCCS1 (stereo unspecified),1,-3,-7,-1,-0.2,1.1,6,-2,1
CN(C)NC(=S)Nc1cccc(C(F)(F)F)c1,0,0,6,-5,-1.7,0.94,-10,11,0.89
CCOc1ccc(NC(=O)NNC(=O)C2CCC(C(C)(C)C)CC2)cc1 (stereo unspecified),-2,-1,-6,1,-3.2,1.1,0,-7,1.1
Cc1ccc(-c2nnn(CC(=O)N(CCCO)C(C(=O)NC3CCCC3)c3ccc(Cl)cc3)n2)o1 (stereo unspecified),-3,-4,-19,4,-1.8,1.2,7,-13,1.1
COc1ccc2sc(C)[n+](C)c2c1,-5,1,2,25,-1.9,0.98,15,8,0.92
COc1ccc(S(=O)(=O)Nc2c(C)nn(C)c2C)cc1Br,-1,0,2,-5,0.5,0.98,-7,13,0.87
O=C1S/C(=C/c2ccccc2)C(=O)N1CC(O)Cn1c2ccccc2c2ccccc21 (stereo unspecified),0,6,12,-3,2.1,0.88,-4,-29,1.3
Cc1cc(N2CCCCC2)n2ncc(-c3ccccc3)c2n1,-4,4,-21,-4,0.7,1.2,-5,-31,1.3
O=C(CSc1ccccn1)Nc1ccc(Cl)c([N+](=O)[O-])c1,-1,2,0,-6,0.9,1,-2,-2,1
CCOC(=O)Cn1c(S(=O)(=O)Cc2ccc(Cl)cc2)nc(-c2ccccc2)c1-c1ccccc1,-5,0,3,1,4.5,0.97,1,-2,1
CC(C)CCNC(=O)C(c1ccncc1)N(CC1CCCO1)C(=O)Cn1nnc(-c2ccc(F)cc2)n1 (stereo unspecified),-3,-1,1,0,0.8,0.99,-6,9,0.91
CC1=C(C(=O)Nc2ccccc2)C(c2ccco2)C(C#N)=C(SCc2ccccc2)N1 (stereo unspecified),-3,nt,19,-1,nt,0.81,1,-7,1.1
COC(=O)c1ccccc1NC(=S)NC(=O)c1ccc(C)cc1,-1,-5,14,2,1.4,0.86,1,-14,1.1

# 3 entries drawn at random from those above, as already listed:
SMILES,MIN6 prolif,GRIN3A LBD mod,mIAP inh,APOBEC3A inh,MPTP block,mIAP activ,A3G deaminase,hIAP block,hIAP act
O=C(CSc1ccccn1)Nc1ccc(Cl)c([N+](=O)[O-])c1,-1,2,0,-6,0.9,1,-2,-2,1
Cc1ccc(-c2nnn(CC(=O)N(CCCO)C(C(=O)NC3CCCC3)c3ccc(Cl)cc3)n2)o1 (stereo unspecified),-3,-4,-19,4,-1.8,1.2,7,-13,1.1
Cc1cc(N2CCCCC2)n2ncc(-c3ccccc3)c2n1,-4,4,-21,-4,0.7,1.2,-5,-31,1.3

# Remaining list, next part:
SMILES,MIN6 prolif,GRIN3A LBD mod,mIAP inh,APOBEC3A inh,MPTP block,mIAP activ,A3G deaminase,hIAP block,hIAP act
COc1ccc(OC)c(CN2CCC(C(=O)N3CCN(c4ccccc4F)CC3)CC2)c1,0,-3,9,0,7.4,0.91,-2,-21,1.2
CCOc1ccc2nc(N(CCN(CC)CC)C(=O)/C=C/c3cccs3)sc2c1,0,-14,2,-2,4.6,0.98,-3,-7,1.1
O=C(CCSc1nnc(-c2ccco2)o1)N1CCOCC1,0,2,1,3,-1.7,0.99,-16,3,0.97
COc1ccccc1-c1nnc(C2CCN(S(=O)(=O)c3ccccc3[N+](=O)[O-])CC2)o1,0,-2,6,-4,-2.8,0.94,-8,18,0.82
CC(=O)c1c(N2CCOCC2)[nH]c(-c2ccccc2)nc1=S,0,-1,3,-2,-1.7,0.97,-10,-18,1.2
O=C(CCCCCNC(=S)Nc1ccccc1)C[N+](=O)[O-],1,-2,14,-1,-1.4,0.86,-3,3,0.97
COCC(=O)Nc1cc(C(=O)NCCc2ccccc2)ccc1Cl,0,-3,-5,-3,0.4,1,-9,16,0.84
CC(C)C(=O)Nc1c2c(nn1-c1ccc(F)cc1)CS(=O)(=O)C2,-2,4,3,-4,0.1,0.97,-11,20,0.8
CCOC(=O)c1nnn(-c2nonc2N)c1C,0,0,-5,-1,0.3,1,-4,-11,1.1
CNC(=O)NC(=O)Cn1cnc2sc(-c3ccccc3)cc2c1=O,-2,1,-13,-3,-1.3,1.1,-6,3,0.97
COc1ccc(C(=O)NNC(=O)CSc2nnc(C)n2CC2CCCO2)cc1 (stereo unspecified),1,-1,1,6,0.2,0.99,1,-7,1.1
CN(C(=O)CN1C(=O)c2ccccc2S1(=O)=O)C1CCCCC1,2,3,6,2,-1.1,0.94,14,-10,1.1
COc1ccc(Cl)cc1NC(=O)CN(C)C(=O)c1cc2ccccc2cc1O,-6,1,3,-3,0.3,0.97,-10,0,1
COc1ccc(CCNC(=O)Cn2nnc(-c3ccc(N4CCOCC4)cc3)n2)cc1OC,-3,2,10,1,-0.2,0.9,-2,11,0.89
N#CC(C#N)=Cc1cccn1-c1ccc(S(N)(=O)=O)cc1,0,1,-10,3,-0.7,1.1,1,0,1
O=C(Nc1ccccc1C(F)(F)F)c1c(F)cccc1Cl,1,0,9,-3,-0.5,0.91,-7,4,0.95
O=C(CSc1nc(=O)n(CCN2CCOCC2)c2c1CCC2)Nc1ccc(OC(F)(F)F)cc1,3,nt,11,-3,-1.7,0.89,-9,3,0.97
CC(C)C[C@H](NC(=O)c1nc[nH]c1C(=O)NCc1ccccc1)C(=O)OC(C)(C)C,-9,-27,-1,0,-0.2,1,-7,-40,1.4
CCOC(=O)COn1c(SCC(=O)OCC)nc2ccccc2c1=O,1,-1,2,1,0.1,0.98,-5,6,0.94
S=c1[nH]nc(CCc2nc3ccccc3[nH]2)n1-c1ccccc1,0,0,-8,-11,0.3,1.1,26,-16,1.2
O=C(CCc1ccccc1)NCCc1nc2ccccc2[nH]1,-3,-2,0,1,-3.7,1,-7,1,0.99
Cc1ccc(CSCC(=O)NN=C2CCN(C)CC2)cc1,0,-5,4,4,12,0.96,-2,-8,1.1
O=C(COc1ccc(Cl)cc1)OCC(=O)N1CCOCC1,2,-1,-2,0,0.4,1,-4,-8,1.1
CNC(=S)N(C)[C@H]1c2c(ccc3ccccc23)OC[C@H]1CO,1,0,-4,2,0.5,1,-3,0,1
CCn1cc([N+](=O)[O-])c(C(=O)N2N=C(c3ccccc3)CC2c2ccc([N+](=O)[O-])cc2)n1 (stereo unspecified),0,-4,1,2,2.8,0.99,-2,12,0.88
CCCCn1c(=S)[nH]c2cc(S(=O)(=O)N3CCCCC3)ccc21,-2,-1,-20,-7,-1.0,1.2,-8,-9,1.1
COCCN(C(=O)CCl)C(C(=O)NC1CCCCC1)c1ccccc1C (stereo unspecified),0,-6,0,1,0.4,1,-5,-2,1
O=C(Cc1ccc(Cl)c(Cl)c1)Nc1cccc2ncccc12,-1,-2,2,-1,0.0,0.98,-16,12,0.88
COc1ccc(NC(=O)/C=C/c2cccc(F)c2)cn1,-3,3,-1,0,2.1,1,-7,1,0.99
O=C(Nc1cccc(F)c1)c1ccc2ncsc2c1,1,9,2,-4,1.0,0.98,-3,-11,1.1
Cc1onc(-c2c(F)cccc2Cl)c1C(=O)Nc1nnc(C(F)(F)F)s1,-7,-2,3,-5,46,0.97,-6,-15,1.2
COc1ccc(CCNc2ccc(C(CC(N)=O)NC(=O)Cc3cccc4ccccc34)cc2[N+](=O)[O-])cc1 (stereo unspecified),-6,-10,7,-4,-2.2,0.93,-12,3,0.97
Oc1csc(Cc2nc(-c3ccccc3F)cs2)n1,-6,0,8,-2,0.9,0.92,-2,-34,1.3
N/C(=N\OS(=O)(=O)c1ccc2ccccc2c1)c1cccnc1,1,0,-7,-2,1.0,1.1,-7,-8,1.1
Cc1cc(Nc2cc(Cl)nc(Sc3ccc(NC(=O)C4CC4)cc3)n2)n[nH]1,-9,7,9,-3,0.0,0.91,-11,-10,1.1
O=C1c2cc3ccccc3c(-c3ccccc3)c2C(=O)N1c1ccccn1,0,-1,4,4,-0.9,0.96,-3,14,0.86
c1cncc(-c2nc(-c3cccs3)cs2)c1,1,0,3,-2,-0.2,0.97,-4,-16,1.2
Cc1cccc(NC(=O)/C(C#N)=C/c2cccc([N+](=O)[O-])c2)n1,-1,9,0,-5,0.1,1,-12,-12,1.1
Cn1c(=O)n(CC(=O)Nc2ccc(F)cc2)c2ccccc21,-1,-2,7,-1,-1.4,0.93,-5,19,0.81
O=C(COC(=O)c1cc[n+]([O-])cc1)Nc1ccc(Cl)cc1Cl,0,-2,0,-7,-0.6,1,-7,5,0.95
O=C(c1ccccc1)c1nc2ccccc2[nH]c1=O,3,-3,1,2,-1.3,0.99,-9,24,0.76
CCCN(CCC)CCOc1cc(C)ccc1C(C)C,-1,-3,1,2,3.2,0.99,5,3,0.97
CCCCn1c(SCC(=O)N(CC)C2CCS(=O)(=O)C2)nc2cc(S(N)(=O)=O)ccc21 (stereo unspecified),1,-1,6,-4,0.2,0.94,-6,-28,1.3
Cc1ccc(C2NC(=O)c3ccccc3N2)s1 (stereo unspecified),-2,2,-3,1,2.8,1,-3,6,0.94
COc1ccc(NC(C)c2cc(Cl)ccc2O)cc1 (stereo unspecified),-2,-3,6,-7,2.8,0.94,-10,-24,1.2
Cc1ccc(Cl)cc1NC(=O)CN1CCN(S(=O)(=O)N2CCOCC2)CC1,1,-2,-10,1,-1.1,1.1,-9,-10,1.1
CC(C)C(=O)NC(=S)Nc1ccccc1C(=O)NC1CCCCC1,2,-1,-7,0,-0.3,1.1,-12,-4,1
COc1ccc(-c2cc(C(=O)N3CCN(C(=O)c4ccco4)CC3)[nH]n2)cc1,-1,2,1,-4,0.7,0.99,-8,-2,1
O=C1N/C(=N/Nc2ccccc2)S/C1=C\c1ccccc1,-5,10*,17,6,0.9,0.83,0,-4,1
O=C(CCn1c(=O)oc2ccccc21)NC1=NCCS1,-3,1,-5,1,0.7,1,0,13,0.87
COc1ccc(N2CCN(C(=O)CN(c3ccc(Br)cc3)S(C)(=O)=O)CC2)cc1,1,0,-15,0,-0.9,1.2,5,10,0.9
COc1ccc(CSCCc2n[nH]c(=S)n2-c2ccccc2)cc1C,2,1,1,2,4.3,0.99,4,-34,1.3
CC(C)(C)C(=O)OCc1nc(-c2ccc(Cl)cc2)cs1,-3,3,-11,3,0.9,1.1,6,-6,1.1
O=C(Nc1ccc2c(c1)C(=O)OC2)c1ccc(C(F)(F)F)cc1,3,1,4,-3,-0.8,0.96,-12,13,0.87
CC(C)NS(=O)(=O)c1ccc(NC(=O)C2CC3C=CC2C3)cc1 (stereo unspecified),1,0,-8,-4,0.7,1.1,2,-31,1.3
CN1CCN(C(=O)C2=C[C@H](c3ccc4c(c3)OCO4)C[C@H](OCc3ccc(CO)cc3)O2)CC1,3,0,6,-6,0.5,0.94,-12,3,0.97
C=C(C)Cn1c(N)cc(=O)nc1SCC(=O)Nc1cccc(C(F)(F)F)c1,0,-1,1,0,-0.4,0.99,-10,-9,1.1
COc1ccc2c(c1)CCCC21NC(=O)N(CC(=O)NCc2cccs2)C1=O (stereo unspecified),-1,1,-6,1,-0.1,1.1,0,-27,1.3
CCN(CCCNC(=O)CC(C(=O)N1CCc2ccccc21)n1ccnc1)c1cccc(C)c1 (stereo unspecified),-2,0,-3,0,-1.2,1,-4,11,0.89

# Screening data (PubChem)
